# From PubChem BioAssay
# DT40 TDP1 CPT: DT40-hTDP1 cell growth loss with CPT; chicken DT40 Tdp1-/-;hTDP1 cells + 20 nM CPT, ATP luminescence, 48 h; Potency, µM (highest dose often 46.2 µM), for the others: top-dose activity change, negative = growth inhibition, usual class: inhibitors; 12% of 420,000 active; AID 686979; also: nearly all actives have a fitted effect of over 55% in size
#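 Chicken DT40 Tdp1-/- cells complemented with human TDP1, 400 cells/well, exposed to compounds plus 20 nM camptothecin for at least 48 h at 37 C; viability read as ATP content by CellTiter-Glo luminescence.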
# N370S GC mod: inhibitors or activators of N370S glucocerebrosidase for Gaucher disease | 0.092% of 330,000 active | P04062 | AID 2101 | N370S GC spleen homogenate, 4MU-glucoside fluorescence | Potency, µM (series often up to 59.4 µM), inactives show at the highest dose activity change, negative = inhibition, hits mostly inhibitors;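 also: 0% = full enzyme activity and -100% = no enzyme basal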
# FEN1 inh: blocks human flap endonuclease 1. P39748. Recombinant FEN1 flap cleavage, fluorescence, 15 min. Potency, µM (doses to about 114 µM), without a hit: at the highest dose activity change, negative = inhibition, hits mostly inhibitors. 0.35% of 390,000 active. AID 588795; also: nearly all actives have a fitted effect of over 65% in size
# Target sequence (P39748 whole entry, looked up): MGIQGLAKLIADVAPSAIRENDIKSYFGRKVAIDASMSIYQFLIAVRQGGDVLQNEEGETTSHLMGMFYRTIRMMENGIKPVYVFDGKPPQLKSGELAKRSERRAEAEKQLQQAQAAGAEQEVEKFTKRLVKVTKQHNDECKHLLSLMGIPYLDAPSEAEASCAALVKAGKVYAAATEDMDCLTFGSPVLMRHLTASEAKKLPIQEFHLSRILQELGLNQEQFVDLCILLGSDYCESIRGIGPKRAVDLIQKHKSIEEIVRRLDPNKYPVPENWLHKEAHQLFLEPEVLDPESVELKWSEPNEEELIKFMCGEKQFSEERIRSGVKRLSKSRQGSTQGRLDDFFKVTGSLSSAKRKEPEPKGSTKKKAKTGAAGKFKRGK
#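 FEN1 at 10 nM preincubated with compounds 15 min at room temperature, then flap DNA substrate added at 50 nM final. Signal read at 0 and 15 min; concentration-response fitted with four-parameter Hill equation.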
# * = called active by the depositor; ? = inconclusive; . = no result given; & = joins results of further samples. Calls follow the shape of the dose curve; as a rule, active = well fitted curve in the direction sought with a large enough effect; inconclusive = small, poorly fitted or top-dose-only effect, or another doubt; inactive = no such curve, though single readings can be large; an effect the other way counts as inactive or inconclusive. Unless noted, % is scaled to controls: 0 for no effect and ±100 for the full control effect; potency is read from the fitted curve at half-maximal effect. These rows are one share of the data; count on the stated rates, not on these rows.
SMILES,DT40 TDP1 CPT,N370S GC mod,FEN1 inh
COc1ccc(/C=C/C(=O)NC2=NCCS2)cc1OC,-29%,-2%,14%
CCc1ccc(NC(=O)Cn2nnc(-c3ccccc3N)n2)cc1,?,.,-5%
CCCn1nnnc1SCC(=O)Nc1sc(C)c(C)c1C#N,?,3%,-7%
CC(=O)OCCNc1nc(-c2ccccc2)nc2ccccc12,?,?,14%
CCOC(=O)CSc1nc(C)c(C(=O)OCC)s1,11%,1%,10%
Cn1cc(CN2CCc3sccc3C2)c(-c2ccccc2F)n1,-3%,-2%,-6%
CCC1C(C#N)=C(N)OC2=C1C(=O)CC(C)(C)C2 (stereo unspecified),15%,-5%,6%
O=C1C(=O)N(C2CCNCC2)CCN1Cc1ccccc1,-25%,.,3%
CCOC(=O)c1cn2nc(-c3ccc(OC)cc3)cc2nc1C1CCN(C(=O)OC(C)(C)C)CC1,?,7%,-1%
Cc1cc2c(cc1S(=O)(=O)NCc1ccc(F)cc1)n(C)c(=O)c(=O)n2C,-21%,.,-1%

# The list goes on (2 carried over from the part before).
SMILES,DT40 TDP1 CPT,N370S GC mod,FEN1 inh
CCOC(=O)c1cn2nc(-c3ccc(OC)cc3)cc2nc1C1CCN(C(=O)OC(C)(C)C)CC1,?,7%,-1%
Cc1cc2c(cc1S(=O)(=O)NCc1ccc(F)cc1)n(C)c(=O)c(=O)n2C,-21%,.,-1%
Cc1cc2oc(C(=O)Nc3sc4c(c3C(=O)NCC3CCCO3)CCCC4)cc(=O)c2cc1C (stereo unspecified),-1%,.,9%
O=C(O)c1cccc(NC(=O)c2ccc3c(c2)C(=O)N(c2cccc([N+](=O)[O-])c2)C3=O)c1,-5%,-5%,-1%
CCCCC#Cc1ccc(C(=O)NNC(=O)Nc2cc(Cl)cc(Cl)c2)o1,1%,3%,-1%
CCOC(=O)C1CCN(C(=O)CCCN2C(=O)c3ccccc3C2=O)CC1,7%,-2%,-11%
CCCCOc1ccc(C2c3c(-c4ccccc4O)n[nH]c3C(=O)N2Cc2ccncc2)cc1OC (stereo unspecified),?,.,-17%
CCC(=O)Oc1c(C(=O)CC)cc2c(C)cc(=O)oc2c1C,?,10%,-12%
Cc1c(C(=O)N2CCN(c3ncccn3)CC2)oc2ccc(Cl)cc12,1%,.,-19%
Cc1cccc(C(=O)N/N=C2/SCC(=O)N2Cc2ccccc2)c1,-8%,7%,-2%
C#CCOCCOCCOCCNc1nc(N2CCN(C(=O)Cn3cc(CCO)nn3)CC2)nc(N2CCN(C(=O)[C@H](CCCCN)n3cc(CC(C)O)nn3)CC2)n1 (stereo partly specified),4%,.,-6%
CCOC(=O)c1cnc(-c2ccccc2)nc1Oc1ccccc1,5%,3%,-17%
CSc1ccccc1C(=O)NC1CCCc2ccccc21 (stereo unspecified),?,2%,1%
Cc1ccc(-n2nc3c(SCCN4CCOCC4)nnc(C)c3c2C)cc1,?,10%,6%
COc1ccccc1Nc1nc(N)nc(CN2CCN(c3ccccc3)CC2)n1,-3%,-12%,-17%
O=C1CCC(=O)N(c2ccccc2)N1,5%,-15%,1%
COc1ccccc1CNC(=O)c1ccoc1C,5%,-12%,-12%
COc1ccccc1NS(=O)(=O)c1cccc(C(=O)N/N=C/c2ccc([N+](=O)[O-])o2)c1,3.7µM*,-22%,8%
O=S(=O)(Nc1ccccn1)c1cnc(Cl)c(Br)c1,-3%,0%,1%
Cc1cc(OC(=O)c2ccccc2C)c([N+](=O)[O-])c(=O)[nH]1,0%,-2%,0%
CCOC(=O)c1nnn(-c2nonc2N)c1CN1CCCC1,9%,-1%,-1%
N#Cc1nc(Cc2cccc3ccccc23)oc1N1CCN(c2ccccc2)CC1,?,-14%,-6%
CC1=C(C)CS(=O)N(S(=O)(=O)c2ccc(Cl)cc2)C1 (stereo unspecified),3.7µM*,0%,-28%
O=C(Nc1ccccc1)C1=C[C@H](C2CCCCC2)C[C@H](OCCCCO)O1,-19%,.,-4%
O=C(NCCN1CCOCC1)C1CCN(Cc2ccccc2O)CC1,22%,-17%,1%
Cn1cnnc1SCC(=O)Nc1nc(-c2ccc(F)cc2)cs1,-9%,23%,5%
CCCCNC(=O)[C@@H]1CC=C[C@@H]2CCN(Cc3ccccc3)C(=O)[C@@H]21,-64%,.,0%
O=C(CN1CCN(c2ccc(Cl)cc2)CC1)Nc1ccc(F)cc1F,?,.,7%
COc1cccc(Cn2c(-c3nonc3N)nc3ccccc32)c1,2.9µM*,-10%,-5%
O=C(Nc1cc(Cl)cc(Cl)c1)Nc1cnccn1,?,-2%,-2%
Cc1ccc(C)c(NC(=O)CSc2nnc(-c3ccccc3)n2N)c1,7%,3%,8%
O=C(Cc1cccs1)NC(c1ccccc1)c1ccccc1,-1%,-3%,2%

# Just N370S GC mod and DT40 TDP1 CPT (four entries from above):
smiles	N370S GC mod	DT40 TDP1 CPT
O=C(CN1CCN(c2ccc(Cl)cc2)CC1)Nc1ccc(F)cc1F	.	?
O=C(NCCN1CCOCC1)C1CCN(Cc2ccccc2O)CC1	-17%	22%
O=C(Cc1cccs1)NC(c1ccccc1)c1ccccc1	-3%	-1%
Cc1ccc(C)c(NC(=O)CSc2nnc(-c3ccccc3)n2N)c1	3%	7%

# Further structures follow.
SMILES,DT40 TDP1 CPT,N370S GC mod,FEN1 inh
Cc1ccc(NC(=O)CN2CCCC2c2cccn2C)cc1C (stereo unspecified),-15%,.,2%
O=Nc1c(O)[nH]c2ccc(Cl)cc12,-19%,7%,-7%
O=C(NCc1csc(-c2cccs2)n1)C1CCCCC1,-12%,0%,17%
CN(CCNC(=O)c1cc2c(-c3ccccc3F)nn(C)c2s1)C1CCCCC1,?,-17%,?
C1CCC2=NCCCN2CC1,2%,-5%,-1%
COc1cc2c(cc1OC)C1C(=O)c3c(O)cc4c(c3OC1CO2)C=CC(C)(C)O4 (stereo unspecified),0.65µM*,2%,.
Cc1ccc2c(C)c(C)c(=O)n(C)c2c1,-3%,.,-17%
Cc1c(N2C(=O)CSC2=S)c(=O)n(-c2ccccc2)n1C,?,-8%,-4%
CN(C(=S)NC(=O)c1ccccc1)c1c(N)n(Cc2ccccc2)c(=O)[nH]c1=O,-24%,-11%,6%
Cc1cc(CO)nn1-c1ccc([N+](=O)[O-])cc1,-4%,-11%,-8%

# Looked up above:
# N370S GC mod, Cc1c(N2C(=O)CSC2=S)c(=O)n(-c2ccccc2)n1C is entered as -8%
# DT40 TDP1 CPT, COc1cc2c(cc1OC)C1C(=O)c3c(O)cc4c(c3OC1CO2)C=CC(C)(C)O4 (stereo unspecified) is entered as 0.65µM*

# Further structures follow:
SMILES,DT40 TDP1 CPT,N370S GC mod,FEN1 inh
Cc1noc(C)c1C(=O)Nc1c(F)cc(F)cc1Br,-2%,4%,8%
O=S(=O)(c1cccc2nsnc12)N1CCNCC1,1%,-4%,-13%
O=C(CN1c2ccccc2Sc2ccccc21)N/N=C/c1ccc(Cl)cc1Cl,?,-5%,-7%
CC1CCN(c2ccc(NC(=O)Cn3c(=O)oc4ccccc43)cc2)CC1,?,28%,16%
NC(=O)c1cc(S(=O)(=O)NCc2ccccc2)cs1,-1%&-3%,-15%,17%&14%
CC12CC(c3ccccc3O1)N(C(=O)c1ccc(Br)o1)C(=O)N2c1ccccc1 (stereo unspecified),3%,-7%,8%
O=C(Nc1ccccc1Cl)Oc1ccc(-c2ccccc2)cc1,-12%,-4%,12%
CCS(=O)(=O)N1CCCC(C(=O)NC2CCC(C)CC2)C1 (stereo unspecified),-9%,9%,-4%
CCOC(=O)Nc1ccc2c(c1)N(C(=O)CCN1CCN3CCCC3C1)c1ccccc1CC2 (stereo unspecified),1%,2%,7%
CCOc1ccc(N(CC(=O)NCc2ccccc2)C(=O)CCC(=O)Nc2nccs2)cc1,0%,-16%,1%
CC(C)CNC(=O)C(=O)Nc1cc2c3c(c1)C(C)C(=O)N3CCC2 (stereo unspecified),11%,-4%,18%
Cc1ccccc1NC(=S)N1CCN(c2ccccc2C)CC1,?,-1%,8%
CC1(C)Cc2ccccc2-c2nnc(C(F)(F)F)n21,-19%,1%,-1%
Cc1noc(C)c1C(=O)N1CCC2(CCCN(C(c3ccccc3)c3ccccc3)C2)CC1,?,0%,.
O=C(Nc1ccc(-c2cn3c(n2)SCC3)cc1)c1ccco1,-2%,2%,-4%
c1ccc(-n2nnnc2Sc2ncnc3sc4c(c23)CCCC4)cc1,4.1µM*,6%,2%
CCOc1ccccc1NC(=O)CN1CCN(Cc2ccccc2)CC1,5%,-5%,17%
O=C(NNC(=S)NCc1ccco1)c1cccs1,7%,-1%,-3%
Cc1ccc(C)c(Cn2c(=O)n(CCC(=O)NCc3ccco3)c(=O)c3sccc32)c1,?,-7%,4%
Cc1nn(C)cc1CNC(=O)C1CCC(=O)N(Cc2cccc(C(F)(F)F)c2)C1 (stereo unspecified),-4%,1%,-2%
Cc1cccc(-c2nsc(SCC(=O)N3CCCC3)n2)c1,-8%,9%,11%
CC(C)c1ccc(C2C(C(=O)c3ccco3)=C(O)C(=O)N2CCN2CCOCC2)cc1 (stereo unspecified),10%,-3%,-2%
COc1cccc(NC(=O)C2CCN(S(=O)(=O)c3ccc4c(c3)NC(=O)CO4)CC2)c1,23µM*,0%,13%
Cc1cc(C)c(NC(=O)C(C)n2c(=O)c(C(F)(F)F)nc3ccccc32)c(C)c1 (stereo unspecified),?,.,-3%
Cc1cc2ncn(-c3ncnc4scc(-c5ccccc5)c34)c2cc1C,?,23%,-17%
O=C(CS(=O)CC(=O)N(c1ccccc1)C(C(=O)NC1CCCCC1)c1ccco1)Nc1ccc(F)cc1 (stereo unspecified),?,-5%,5%
O=C(NCC1CCCO1)c1cc2n(n1)C(C(F)(F)F)CC(c1ccc(Br)cc1)N2 (stereo unspecified),?,6%,7%
O=C(N/N=C/c1ccc([N+](=O)[O-])o1)C1CCCC1,?,-27%,-4%
COc1ccccc1NC(=O)COC(=O)c1cc2ccccc2cc1O,-22%,.,23%
COC(=O)c1ccc(C(=O)Nc2ccc3nc(-c4ccncc4)[nH]c3c2)cc1,?,-1%,-12%
C/C=C1\COC(C(=O)NC)(C(F)(F)F)C=C1C=C1CCCCC1 (stereo unspecified),.,-2%,0%
CCCc1cnc2c(c1SCC(=O)Nc1ccc(C)c(Cl)c1)c(=O)n(C)c(=O)n2C,18µM*,.,-13%
COCc1c(Br)c(C)nc(OCC(=O)N/N=C/c2ccco2)c1C#N,0%,2%,17%
CC(OC(=O)c1ccccc1C(=O)N(C)c1ccccc1)C(=O)Nc1ccccc1[N+](=O)[O-] (stereo unspecified),-28%,-1%,0%
Cc1c(OCC(=O)NCCCn2ccnc2)ccc2c3c(c(=O)oc12)CCCC3,-11%,-11%,-14%
C=CCn1c(-c2cccn(Cc3ccccc3)c2=O)n[nH]c1=S,3%,-11%,4%
CNC(=O)c1ccsc1NC(=O)CS(=O)(=O)c1ccc(Cl)cc1,?,-3%,12%
CN1C(=O)c2ccccc2Sc2ccc(NC(=O)COc3ccc(F)cc3)cc21,16µM*,.,-10%
CCOc1ccccc1NC(=O)C1CCC(CNS(=O)(=O)c2ccc3c(c2)CCCC(=O)N3)CC1 (stereo unspecified),?,.,21%
CC1CCCC(C)N1S(=O)(=O)c1ccc(S(=O)(=O)N2CCOCC2)cc1 (stereo unspecified),-17%,-8%,24%
O=C(c1cc(-c2ccc(F)cc2)on1)N1CCN(c2ccc(F)cc2)CC1,?,-1%,6%&-5%
O=C(Nc1nnc(CCc2ccccc2)s1)c1ccccc1,1%,2%,-12%
Cc1nc2ccccn2c1P(=O)(N1CCCCC1)N1CCCCC1,8%,7%,1%
O=C(CSc1nc2cc([N+](=O)[O-])ccc2n1-c1ccc(F)cc1)NC1CCS(=O)(=O)C1 (stereo unspecified),-11%,-14%,-2%
COc1ccc(OC)c(C2C(C(=O)O)c3ccccc3C(=O)N2C)c1 (stereo unspecified),4%,-23%,2%
O=C(CCNS(=O)(=O)c1ccc(OC(F)(F)F)cc1)N1CCN(C/C=C/c2ccccc2)CC1,?,?,-15%

# An excerpt from above in order of formula weight, rising.
SMILES,DT40 TDP1 CPT,N370S GC mod,FEN1 inh
O=C(NNC(=S)NCc1ccco1)c1cccs1,7%,-1%,-3%
Cn1cnnc1SCC(=O)Nc1nc(-c2ccc(F)cc2)cs1,-9%,23%,5%
Cc1nn(C)cc1CNC(=O)C1CCC(=O)N(Cc2cccc(C(F)(F)F)c2)C1 (stereo unspecified),-4%,1%,-2%
CN(C(=S)NC(=O)c1ccccc1)c1c(N)n(Cc2ccccc2)c(=O)[nH]c1=O,-24%,-11%,6%
